Screens from PubChem.
Abeta yeast res: compounds reversing amyloid beta toxicity in yeast; yeast expressing A-beta42, growth rescue, OD600, 48 h; response scale: 0% DMSO, 100% iron-clioquinol control; Potency, µM (highest dose often 46.1 µM), without a hit: at the highest dose growth rescue, most hits filed as activators; hit rate 0.063% among 410,000; AID 1347071; also: potency is read from the fitted curve at half-maximal effect; nearly all actives have a fitted effect of over 55% in size
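Yeast A-beta toxicity model in growth medium with pinned compounds, 48 h at 30 C; growth read as absorbance at 600 nm. Normalized to FeCl3/clioquinol equimolar mix (positive) and DMSO (negative).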
A549 viability: counter-screen for Nrf2 inhibitors: cytotoxicity in A549 cells. AID 504648. Potency, µM (highest dose often 46 µM), without a hit: at the highest dose activity change, negative = cytotoxicity, hits mostly inhibitors. A549 ARE-Fluc cells, CellTiter-Fluor viability, 18-24 h. hit rate 0.16% among 390,000; also: potency is read from the fitted curve at half-maximal effect; % is scaled to controls: 0 for no effect and ±100 for the full control effect
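Cytotoxicity counterscreen: CellTiter-Fluor fluorescence was measured in A549 ARE_Fluc cells after 18-24 h of compound exposure in a concentration series. The subsequent BugLite luminescent read reports ARE-luciferase activity.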
Nrf2 activator: activators of Nrf2 (ARE) signaling | AREc32 ARE-luciferase reporter (MCF7-derived line), luminescence, 24 h | Potency, µM (series often up to 46.1 µM), inactives show top-dose activation, usual class: activators | hit rate 0.31% among 410,000; also: potency is read from the fitted curve at half-maximal effect; % of control where 0% means no effect; nearly all actives have a fitted effect of over 65% in size
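AREc32 cells carrying an ARE-driven firefly luciferase, 1000 cells/well in OPTI-MEM with 5% FBS, dosed after overnight attachment and incubated 24 hr at 37 deg C. Steady-Glo luminescence read after 30 min at RT.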
Nrf2 inh: Nrf2 pathway inhibition. A549 ARE-Fluc reporter, luciferase luminescence, 18-24 h. Potency, µM (top dose mostly 46 µM), without a hit: at the highest dose activity change, negative = inhibition, actives largely listed as inhibitors. hit rate 2.1% among 360,000. AID 504444; also: potency is read from the fitted curve at half-maximal effect; % is scaled to controls: 0 for no effect and ±100 for the full control effect; nearly all actives have a fitted effect of over 60% in size
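Reporter: ARE-Fluc in A549. Exposure: 18-24 h, 37 °C, 5% CO2, 5% FBS OPTI-MEM. Readouts: fluorescent cytotoxicity (CellTiter-Fluor), then luminescent Nrf2 signal after BugLite.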
HepG2 viability: kills HepG2 cells in TGF-b inhibitor counter-screen | AID 588856 | Potency, µM (doses to about 46.1 µM), for the others: top-dose activity change, negative = cytotoxicity, hits mostly cytotoxic | hit rate 0.76% among 410,000 | HepG2 CAGA-GFP viability, ATP luminescence, 18 h; also: potency is read from the fitted curve at half-maximal effect; some results filed as inactive show a strong effect at the top dose
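CellTiter-Glo luminescence gave cytotoxicity after 18 hours at 37 degrees C. The cells were HepG2 CAGA-GFP in 1% FBS DMEM, stimulated with 500 pg/mL TGF-beta after compound addition. %Activity was normalised to no-cell wells (complete cell-killing) and DMSO (no toxicity), and curves were fitted and classified.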
pAkt inh: blocks phosphorylation of Akt | Neuro2A IGF-stimulated pAkt S473 HTRF, 20 min; active compounds read low | AID 651550 | hit rate 0.32% among 360,000 | activity change, % for hits at 50 µM; in the data active = activity change below about -80%; inconclusive = mostly about -51% to -80%; also: % is scaled to controls: 0 for no effect and ±100 for the full control effect
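Neuro2A cells (4,500/well, DMEM with 0.5% FBS) were treated with compound at a single 50 µM final concentration, stimulated with 6 nM IGF for 20 min at 37 °C, and lysed. Phospho-Akt Ser473 was read by HTRF as 665/615 ratio ×10^4.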
MmCpn inh: blocks the Methanococcus maripaludis chaperonin Mm-Cpn; Potency, µM (doses to about 76.9 µM), for the others: at the highest dose activity, negative = inhibition, most hits filed as inhibitors; purified Mm-Cpn ATPase, ADP Transcreener TR-FRET; hit rate 0.031% among 330,000; also: potency is read from the fitted curve at half-maximal effect; % is scaled to controls: 0 for no effect and ±100 for the full control effect; nearly all actives have a fitted effect of over 80% in size
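Reaction buffer contained 30 mM Tris pH 7.4, 100 mM KCl, 5 mM MgCl2 and 1 mM DTT. Mm-CPN (25 nM final) hydrolysed 10 uM ATP over 30 min at 37°C; ADP was read by HTRF.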
TGFb inhibitor: blocks TGF-b signaling; HepG2 CAGA-GFP TGF-b/SMAD3 reporter, GFP fluorescence, 18 h; TGF-beta stimulated, 500 pg/mL final; Potency, µM (series often up to 46.1 µM), for the others: at the highest dose activity, negative = inhibition, usual class: inhibitors; hit rate 1.2% among 410,000; AID 588855; also: potency is read from the fitted curve at half-maximal effect; % is scaled to controls: 0 for no effect and ±100 for the full control effect; nearly all actives have a fitted effect of over 65% in size
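Smad-responsive CAGA-GFP expression was quantified in HEPG2 cells exposed to compounds and 500 pg/mL final TGF-beta for 18 h at 37 degrees C; unstimulated wells defined full inhibition.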
CCT modulator: modulators of cytosolic chaperonin (CCT/TRiC) activity. activity change, % (no concentration beside the values), hits read low. AID 651819. hit rate 0.3% among 360,000. purified chaperonin ATPase assay, HTRF ADP detection, 30 min; in the data active = activity change below about -30%; also: % is scaled to controls: 0 for no effect and ±100 for the full control effect
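ATPase activity: ADP formed was measured by HTRF Transcreener (665/615 nm ratio) after 30 min at 37 deg C with 10 uM ATP. Compounds screened at one 76 uM concentration against 40 or 20 nM TRiC in Tris pH 7.4/KCl/MgCl2/DTT buffer.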
* marks the source's active call; other numbers are inactive results; i = inactive; ? = inconclusive; . = not tested or not shown. Unless noted, calls follow the shape of the dose curve; as a rule, active = well fitted curve in the direction sought with a large enough effect; inconclusive = small, poorly fitted or top-dose-only effect, or another doubt; inactive = no such curve, though single readings can be large; an effect the other way counts as inactive or inconclusive.

SMILES	Nrf2 activator	MmCpn inh	CCT modulator	HepG2 viability	Abeta yeast res	Nrf2 inh	TGFb inhibitor	pAkt inh	A549 viability
Cc1cc(OCC(=O)NCCc2cccc(F)c2)c2c(C)cc(=O)oc2c1	0.1%	?	-2.9	5%	-2%	-12%	-8%	i	2%
COc1cc(C(=O)NCCc2ccc(F)cc2)c([N+](=O)[O-])cc1OC	-0.4%	2%	-0.2	4%	-15%	14%	-9%	i	0%
COc1ccc(-c2ccc3c(N)c(C(=O)NCc4ccc(Cl)cc4)sc3n2)cc1	4.7%	.	.	0%	6%	-24%	?	.	0%
CC1CN(C(=O)c2ccc(S(=O)(=O)Nc3ccccc3Cl)cc2)CC(C)O1 (centres undefined)	-0.8%	0%	-1.1	10%	10%	-20%	2%	i	-3%
CSc1ccc(CNC(=O)C2(C)CCCN(C(C)=O)C2)cc1 (centres undefined)	-0.5%	.	0.7	1%	-6%	.	7%	i	.
CCOc1ccc(-c2c(C(=O)N/N=C/c3ccc(Cl)cc3)nnn2-c2nonc2N)cc1	0.4%	-3%	-2.7	-35%	-14%	1%	-13%	.	0%
CCCCCCC1(C)NC(c2ccc3c(c2)OCO3)=CC(c2ccccc2O)N1 (centres undefined)	.	.	.	-20%	.	2%	-3%	.	1%
Cc1ccccc1-c1nc2c3c(-c4ccccc4)c(-c4ccccc4)oc3ncn2n1	-0.1%	.	.	-13%	-23%	3%	-26%	.	-3%
COc1cc(CN(C(=O)c2oc3ccccc3c2C)C2CCS(=O)(=O)C2)cc(OC)c1OC (centres undefined)	0.2%	.	.	-30%	-1%	0%	-4%	.	-7%
CC(=O)Nc1ccc(NS(=O)(=O)c2ccc(-c3cnc(C4CC4)o3)cc2)cc1	0.4%	1%	1.3	-23%	5%	-29%	-3%	i	-2%
Cc1ccccc1C1CC(c2cccs2)Nc2nnnn21 (centres undefined)	1.4%	0%	4.0	-2%	4%	16%	-5%	i	2%
Cc1ccc(Nc2cnn(C34CC5CC(CC(CC(=O)O)(C5)C3)C4)c(=O)c2Cl)c(Cl)c1	0.0%	?	0.0	-19%	-1%	12%	-7%	i	-2%
CCc1ccc(OCC(=O)NNC(=O)c2nn(CC)c(=O)c3ccccc23)cc1	-0.1%	0%	0.0	-2%	0%	2%	8%	i	8%
O=C(N[C@@H](Cc1ccc(O)cc1)C(=O)O)c1ccc(C(F)(F)F)cc1	0.3%	.	-2.0	10%	-9%	12%	11%	i	-1%
COc1cc(C(=O)N2CCN(C(=O)C3COc4ccccc4O3)CC2)cc(OC)c1OC (centres undefined)	-1.1%	1%	-2.8	-7%	6%	-9%	-4%	i	3%
Cc1ccc(-n2ncc(C(=O)NCCCN3CCCCC3)c2C2CCN(C(=O)OC(C)(C)C)CC2)c(C)c1	-5.8%	.	.	-76%	12%	-6%	?	.	18%
COc1ccccc1N1CCN(CC(O)COc2ccc(Cl)c(C)c2)CC1 (centres undefined)	4.1%	.	.	-31%	-15%	-9%	-17%	.	-2%
CC(C)(C)c1csc(NC(=O)c2ccc(Cl)s2)n1	6.6%	-5%	-0.3	-1%	10%	.	?	i	?
CCOc1ccc(-n2cnnn2)cc1S(=O)(=O)N1CCC(C)CC1C (centres undefined)	0.4%	-1%	-0.6	-3%	?	-2%	17%	i	-3%
Cc1cccc(N=C2NC(=O)/C(=C/c3cccs3)S2)c1	6.5%	-11%	0.5	-20%	16%	-4%	2%	i	-5%
CCOC(=O)c1c(NC(=O)c2noc3c2CC(C(C)(C)C)CC3)sc2c1CCCC2 (centres undefined)	0.3%	.	.	8%	-8%	9%	18%	.	0%
COc1ccc(S(=O)(=O)N(C)C)cc1NCC(=O)Nc1ccc(Br)c(C)c1	5.9%	1%	1.4	2%	3%	?	-3%	i	4%
COC(=O)c1c(NC(=O)C(=O)NCCCN2CCOCC2)sc2c1CCC2	0.0%	-3%	0.6	-12%	-2%	-19%	-7%	i	-18%
Cc1cc(Cl)ccc1OC(C)C(=O)Nc1ccccc1N1CCOCC1 (centres undefined)	-0.1%	2%	-0.3	10%	16%	-22%	0%	i	-3%
CCn1c(=O)c2cc(C(=O)Nc3ccc(OC)cc3OC)sc2c2ccccc21	-0.6%	0%	-1.4	-4%	2%	-2%	12%	i	-4%
CCOC(=O)C1=CCN(S(=O)(=O)c2ccccc2F)C1c1ccc(Cl)cc1 (centres undefined)	13%	.	0.7	-32%	15%	.	-19%	i	.
COc1nc(=O)n(C2C=CC(=O)O2)cc1F (centres undefined)	11%	.	-0.3	-50%	0%	.	?	i	.
CC1CN(C2CCN(S(=O)(=O)Cc3ccccc3)CC2)CC(C)O1 (centres undefined)	0.0%	1%	1.1	5%	8%	9%	-4%	i	-7%
NC(=O)C1CC(=O)N(c2ccc(OCc3ccc(Cl)c(Cl)c3)cc2)C1 (centres undefined)	6.5%	.	1.6	-74%	-6%	.	-23%	i	.
CCCN(CCC)C(=O)Cn1c(=O)n(-c2cccc(OC)c2)c(=O)c2c3c(sc21)CCCC3	-0.5%	.	.	-5%	0%	-17%	-11%	.	-1%
O=C(O)c1ccccc1-c1ccccc1C(=O)Nc1nccs1	3.8%	0%	0.8	6%	4%	1%	6%	i	-8%
CCC(C)(C)n1nnnc1C(c1ccccc1OC)N1CCN(C(=O)c2ccco2)CC1 (centres undefined)	0.2%	-1%	0.0	11%	-2%	1%	20%	i	-1%
O=C(COc1cccnc1[N+](=O)[O-])Nc1cc(S(=O)(=O)N2CCCCC2)ccc1Cl	-0.4%	1%	-6.2	-1%	-17%	9%	-2%	i	1%
O=C(Nc1cccc(NC(=O)c2cccc(Cl)c2)c1)c1cccnc1	?	0%	-0.2	5%	6%	-29%	0%	i	-6%
COc1cc(CNc2ncnc3c2ncn3[C@H]2CN(Cc3ccc(C(=O)O)cc3)C[C@@H](CO)O2)cc(OC)c1OC	-0.3%	.	1.3	8%	-1%	.	2%	i	.
O=C1NCCn2ccc(=O)cc21	-0.3%	-1%	2.1	10%	7%	15%	3%	i	-1%

Pulled one by one from the list above:
SMILES	Nrf2 activator	MmCpn inh	CCT modulator	HepG2 viability	Abeta yeast res	Nrf2 inh	TGFb inhibitor	pAkt inh	A549 viability
O=C(COc1cccnc1[N+](=O)[O-])Nc1cc(S(=O)(=O)N2CCCCC2)ccc1Cl	-0.4%	1%	-6.2	-1%	-17%	9%	-2%	i	1%
O=C1NCCn2ccc(=O)cc21	-0.3%	-1%	2.1	10%	7%	15%	3%	i	-1%
CCn1c(=O)c2cc(C(=O)Nc3ccc(OC)cc3OC)sc2c2ccccc21	-0.6%	0%	-1.4	-4%	2%	-2%	12%	i	-4%

(listing goes on)
SMILES	Nrf2 activator	MmCpn inh	CCT modulator	HepG2 viability	Abeta yeast res	Nrf2 inh	TGFb inhibitor	pAkt inh	A549 viability
O=C1NN(c2ccccc2)C(=O)/C1=C/c1ccc(Sc2cccc3ccccc23)o1	4.7%	-8%	0.1	4%	-18%	2%	-3%	i	-11%
CC(=O)Nc1ccc2c(c1)nc(CCNC(=O)c1ccco1)n2C	-0.4%	1%	-0.9	17%	-20%	2%	-1%	i	3%
Cc1ccc(/C=N/NC(=O)c2cc(C)oc2C)cc1	0.1%	1%	0.5	-60%	13%	?	2%	i	2%
Cc1cccc(NS(=O)(=O)c2cc3c(cc2C)NC(=O)CO3)c1	0.0%	2%	-1.5	-19%	-19%	20%	1%	i	17%
CCOc1ccc(NC(=O)c2ccc(NC(=O)N3CCSc4ncccc43)cc2)cc1	-1.1%	.	.	-14%	0%	-21%	-22%	.	4%
COc1ccc(C(=O)OCC(=O)NCCN2C(=O)CSC2=O)cc1	2.8%	0%	0.9	-3%	-7%	-1%	9%	i	3%
Cc1ccc(OCCCN(C)C)c(Br)c1	-0.9%	-3%	-1.6	0%	8%	20%	-1%	i	-5%
COc1ccc(/C=N/Nc2nc(Nc3ccccc3)nc(N3CCCCC3)n2)c(OC)c1	-0.2%	0%	-1.4	-8%	?	-12%	-2%	i	12%
Cc1cc(C)c(C(N)=O)c(NC(=O)Nc2ccccc2)n1	-0.5%	-3%	-1.4	3%	-5%	-2%	-1%	i	-2%
CCN(C(=O)CSc1nc(N)cc(=O)[nH]1)C1CCS(=O)(=O)C1 (centres undefined)	-0.5%	-1%	-2.9	7%	-2%	16%	8%	i	1%

Ordered by value in CCT modulator (descending): 3 from the list above
| SMILES | CCT modulator |
| --- | --- |
| CCc1ccc(OCC(=O)NNC(=O)c2nn(CC)c(=O)c3ccccc23)cc1 | 0.0 |
| CC1CN(C(=O)c2ccc(S(=O)(=O)Nc3ccccc3Cl)cc2)CC(C)O1 (centres undefined) | -1.1 |
| Cc1cc(C)c(C(N)=O)c(NC(=O)Nc2ccccc2)n1 | -1.4 |
